HIF act – HIF pathway transcriptional activators, primary screen, cell-based, U2OS HRE-luciferase, luminescence; U2OS HRE-luciferase reporter; normalized: DMSO 0%, desferrioxamine 100%; activation, % at 7.5 µM (by protocol); 300,000 tested, 0.32% active; AID 1910, 2009;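 active means mean activation of at least 10% of the iron chelator positive control signal, with at least half of replicates also reaching 10%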
TRPC4 PAM – positive allosteric modulators of TRPC4, primary screen, cell-based, mouse TRPC4beta, HEK293 mu-opioid, Fluo-4 calcium | 310,000 tested, 0.42% active | AID 2227, 2009 | B-score at 10 µM | Short transient receptor potential channel 4 (Mus musculus), Q9QUQ5 | DAMGO EC20, Fluo-4 Ca2+ flux; active compounds read high;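 active means B-score of calcium response area above 5 SD of library B-scores, with initial fluorescence ratio within 5 SD of library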;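 further: B-score of integrated fluorescence ratio over time as area under calcium response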
TRPC4 agonist – activators of mouse TRPC4 channel, primary screen, Fluo4 calcium, HEK293 TRPC4beta/mu-opioid cells; AID 2237, 2010; B-score at 10 µM; Fluo4 calcium fluorescence; active compounds read high; 310,000 tested, 0.49% active;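 active means B-score above 5 SD of library B-scores, and initial fluorescence ratio not above library mean plus 5 SD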;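 further: positive B-score marks a calcium rise read as TRPC4 activation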
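Material: TRPC4beta and mu-opioid receptor HEK293 stable cells | Incubation: 45 min room-temperature Fluo4 loading, 110 s read | Detection: Kinetic Fluo4 calcium fluorescence | Measure: Integrated baseline-normalised fluorescence ratio, converted to per-well B score | Benchmarks: Low control buffer alone, high control maximal DAMGO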
MrgX1 agonist – agonists of human MrgX1 receptor, primary screen, HEK293 cells, Fluo-4 calcium flux | Mas-related G-protein coupled receptor member X1 (Homo sapiens), Q96LB2 | Fluo-4 calcium fluorescence, agonist mode; active compounds read high | B-score at 10 µM | 310,000 tested, 0.44% active;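 active means calcium response B-score plate-corrected fluorescence ratio at least 3 library SD, with starting fluorescence B-score inside 5 SD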
Target sequence (Q96LB2 whole entry, looked up): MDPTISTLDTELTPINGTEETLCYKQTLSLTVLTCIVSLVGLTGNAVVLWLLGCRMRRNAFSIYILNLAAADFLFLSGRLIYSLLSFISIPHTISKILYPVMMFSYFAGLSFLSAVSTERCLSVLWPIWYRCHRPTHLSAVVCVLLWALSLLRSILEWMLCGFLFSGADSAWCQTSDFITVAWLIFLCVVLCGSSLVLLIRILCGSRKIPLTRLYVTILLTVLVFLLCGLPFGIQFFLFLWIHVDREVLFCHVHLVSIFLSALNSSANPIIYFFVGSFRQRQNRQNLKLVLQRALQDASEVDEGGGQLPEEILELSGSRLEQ
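Test system: HEK293 cells stably expressing human MrgX1 receptor; amount: 15,000 cells per well; doses: compound delivered in addition one of three; times: overnight plating before 1 h dye loading; detection: Fluo-4 NW calcium-flux fluorescence, kinetic read; read-out basis: B-scored fluorescence response ratio; controls: positive and negative controls per plate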
PolyA inhibitor – polyadenylation inhibitors in yeast reporter cells, primary screen, luminescence, S. cerevisiae. S. cerevisiae SKY197-pL101 polyadenylation reporter, beta-gal luminescence; efflux-impaired pdr1/pdr3 knockout yeast; score 100 = 6 SD above DMSO. calls only at 12 µM. 300,000 tested, 0.02% active;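 active means lowest replicate activity score at least 50, where 100 means six control SD above control mean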;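 further: yeast exposed to compound for 9 h at 30 °C; higher score means more reporter readthrough which indicates perturbed polyadenylation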
MrgX1 antagonist – antagonists of human MrgX1 receptor, primary screen, HEK293 cells, Fluo-4 calcium flux; Mas-related G-protein coupled receptor member X1 (Homo sapiens), Q96LB2; BAM8-22 antagonism; active compounds read low; B-score at 10 µM; 310,000 tested, 1.3% active;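 active means calcium-response B-score plate-corrected more than 3 library SD below zero, starting fluorescence within 5 deviations, no agonist response on first addition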;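 further: peak minus trough fluorescence over baseline after final BAM8-22 challenge near maximal dose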
TRPC4 block – inhibitors of mouse TRPC4 channel, primary screen, Fluo4 calcium, HEK293 TRPC4beta/mu-opioid cells | Short transient receptor potential channel 4 (Mus musculus), Q9QUQ5 | DAMGO-evoked Fluo4 calcium flux; active compounds read low | B-score at 10 µM | 300,000 tested, 0.39% active | AID 2247, 2010;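 active means B-score over 3 SD under the library average, no early fluorescence shift, positive overall ratio signal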
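System: stable TRPC4beta/mu-opioid receptor HEK293 cells; Dosing: single-point compound dosing; Measured by: Fluo4 Ca2+ flux fluorescence; Read-out basis: per-well B score of integrated baseline-normalized Fluo4 ratio.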
AI-2 QS mod – Vibrio harveyi AI-2 quorum sensing modulators, primary screen, JMH597 strain, luminescence/OD600 ratio. Vibrio harveyi JMH597 AI-2 luminescence/OD600 ratio, 9 h; active compounds read low; strain lacks LuxN and CqsS sensors; 0 = neutral-control median. activity change, % at 7.5 µM. AID 2094, 2009. 300,000 tested, 0.4% active; in the data active means activity change below about -75%, passing the limit was not always enough;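 further: luminescence divided by OD600 gain over 9 h not by final OD600 alone; inactives centre near 13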
TRPC6 inhibitor – mouse TRPC6 channel inhibitors, primary screen, cell-based, HEK293, membrane potential dye; Short transient receptor potential channel 6 (Mus musculus), Q61143; ACh-evoked depolarization; active compounds read low; B-score at 10 µM; 310,000 tested, 1.1% active; AID 2553, 2010;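 active means B-score under library mean minus 3 SD, initial fluorescence not abnormally high, positive integrated signal ratio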;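 further: B-score derived from integrated fluorescence ratio over the kinetic read; more negative B-score means stronger inhibition of depolarization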
MrgX1 PAM – positive allosteric modulators of MrgX1, primary screen, HEK293 cells, Fluo-4 calcium flux | Mas-related G-protein coupled receptor member X1 (Homo sapiens), Q96LB2 | FDSS; active compounds read high | B-score at 10 µM | 310,000 tested, 0.63% active;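 active means plate-corrected calcium response at least 3 library SD above typical, normal starting fluorescence, not activating the receptor alone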;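 further: compound read alongside a low EC10 to EC30 dose of BAM8-22 agonist; peak minus trough fluorescence over baseline measured at the second addition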
TRPC6 act – mouse TRPC6 channel activators, primary screen, cell-based, HEK293, membrane potential dye; Short transient receptor potential channel 6 (Mus musculus), Q61143; HEK293-TRPC6 membrane potential dye fluorescence; active compounds read high; B-score at 10 µM; 310,000 tested, 0.13% active; AID 2550, 2010;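 active means B-score of the integrated fluorescence ratio above library mean plus 3 SD, and starting fluorescence ratio within library mean plus 5 SD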;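 further: higher score means more depolarization so channel activation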
* = called active by the depositor; i = inactive; nt = not tested or not shown. An excerpt (hit frequency here may not be typical).

smiles,HIF act,TRPC4 PAM,TRPC4 agonist,MrgX1 agonist,PolyA inhibitor,MrgX1 antagonist,TRPC4 block,AI-2 QS mod,TRPC6 inhibitor,MrgX1 PAM,TRPC6 act
CC(=O)c1cn(CC(=O)Nc2cccc(C)c2C)c2ccccc12,-0.6,i,i,i,i,i,i,25.1,i,i,i
CCOC(=O)Nc1cc(=O)c2ccccc2o1,1.1,i,i,i,i,i,i,15.7,i,i,i
COc1cccc(NC(=O)CNC(=O)Cn2cnc3sc(C)c(C)c3c2=O)c1,0.0,i,i,i,i,i,i,28.9,i,i,i
CCOc1[nH]n(-c2ccccc2)c(=O)c1C=NCc1cccnc1,-0.2,i,i,i,i,i,i,10.1,i,i,i
CCN(CC)C(C)C(=O)Nc1c2c(cc3c1CCC3)CCC2 (stereo not drawn),0.0,i,i,i,i,i,i,-4.6,i,i,i
O=C(CCC(=O)c1ccccc1)Nc1cccnc1,-1.4,i,i,i,i,i,i,6.5,i,i,i
CCCCn1c(-c2ccoc2C)n[nH]c1=S,-0.2,i,i,i,i,i,i,12.6,i,i,i
O=C(C(=O)N1CCN(c2cccc(Cl)c2)CC1)c1cn(CC(=O)N2CCOCC2)c2ccccc12,-0.2,i,i,i,i,i,i,3.2,i,i,i
Cc1cc(NC(=O)CSc2nccn2-c2cccc(C)c2C)no1,1.4,i,i,i,i,i,i,5.0,i,i,i
Cc1nn(C)c(C)c1C(C)NC(=O)c1cc(COc2ccc(F)c(F)c2)on1 (stereo not drawn),2.9,i,i,i,i,i,i,13.8,i,i,i
Cc1cc(S(=O)(=O)N2c3ccc(F)cc3CCC2C)ccc1-n1cnnn1 (stereo not drawn),1.4,i,i,i,i,i,i,10.5,i,i,i
CCC(=O)c1ccc(OCC(O)CN2CC(C)OC(C)C2)cc1 (stereo not drawn),0.1,i,i,i,i,i,i,4.9,i,i,i
CC(C)Cn1c(=O)c2ccccc2n2c(SCC(=O)N3c4ccccc4CC3C)nnc12 (stereo not drawn),0.3,i,i,i,i,i,i,19.0,i,i,i
Cc1cccc(N2CCN(C(=O)COc3cc4oc(=O)cc(C)c4cc3Cl)CC2)c1C,0.7,i,i,i,i,i,i,9.1,i,i,i
Cc1ccc(-c2nn3c(C)nnc3c3ccccc23)cc1S(=O)(=O)NC(C)(C)CO,0.0,i,i,i,i,i,i,21.4,i,i,i
CCOC(=O)c1cn(CC(=O)Nc2ccc(OC)cc2OC)nn1,-0.1,i,i,i,i,i,i,19.3,i,i,i
CCOc1ccc(N(CC(=O)N2CCCCCC2)S(=O)(=O)c2ccc(C)cc2)cc1,-0.5,i,i,i,i,i,i,24.5,i,i,i
Clc1ccccc1-c1ccc(CN2CCN(c3ccccc3)CC2)o1,0.0,i,i,i,i,i,i,13.1,i,i,i
CCCCC1CCCC12NC(=O)NC2=O (stereo not drawn),-0.1,i,i,i,i,i,i,3.3,i,i,i
COC(=O)CNC(=O)C1Nc2ccccc2C2C=CCC12 (stereo not drawn),-0.4,i,i,i,i,i,i,13.0,i,i,i
CCOC(=O)c1cccc(NC(=O)C2CCCN(S(=O)(=O)c3cnc[nH]3)C2)c1 (stereo not drawn),nt,i,i,i,i,i,i,5.9,i,i,i
Cc1ccc(NC(=O)Nc2ccc3c(c2)OCO3)c(Br)c1,2.6,i,i,i,i,i,i,-2.5,i,i,i
Cc1ccccc1CSCCC(=O)NCCc1ccccc1,1.0,i,i,i,i,i,i,-9.9,i,i,i
O=C(Nc1ccc(N2CCOCC2)cc1)c1ccncc1,0.5,i,i,i,i,i,nt,21.6,i,i,i
Cc1ccc(S(=O)(=O)n2cc(C=O)c3ccccc32)cc1,-2.0,i,i,i,i,i,i,11.3,i,i,i
N#CCSc1nc2ccccc2c(=O)n1-c1ccccc1,0.0,i,i,i,i,i,i,13.6,i,i,i
Cc1nc(C)c(-c2csc(Nc3cccnc3)n2)s1,1.0,i,i,i,i,i,i,5.2,i,i,i
CC1(C)C(=O)Nc2ccccc2N1C(=O)COC(=O)COc1ccc(C#N)cc1,-0.1,i,i,i,i,i,i,-66.5,i,i,i
Cc1ccc(C(=O)c2ccccc2C(=O)O)cc1C,-0.3,i,i,i,i,i,i,30.4,i,i,i
COc1ccccc1CN1CC(C(=O)N(C)Cc2ccc(C)o2)CCC1=O (stereo not drawn),1.2,i,i,i,i,i,i,8.4,i,i,i

(further entries)
smiles,HIF act,TRPC4 PAM,TRPC4 agonist,MrgX1 agonist,PolyA inhibitor,MrgX1 antagonist,TRPC4 block,AI-2 QS mod,TRPC6 inhibitor,MrgX1 PAM,TRPC6 act
Cc1cc(=O)oc2c3c(cc(OCC(=O)N[C@H](C(=O)O)c4ccccc4)c12)OC(C)(C)CC3,-0.2,i,i,i,i,i,i,4.6,i,i,i
O=C1NC(c2ccccc2OC(F)F)Oc2ccccc21 (stereo not drawn),-1.1,i,i,i,i,i,i,15.7,i,i,i
CCc1ccc(C(=O)COC(=O)c2ccco2)cc1,2.0,i,i,i,i,i,i,24.1,i,i,i
CC(C)C(=O)NC(c1cccc([N+](=O)[O-])c1)c1c(O)ccc2ccccc12 (stereo not drawn),-0.2,i,i,i,i,i,i,1.4,i,i,i
O=C(O)c1cc(-c2ccc3c(c2)OCO3)nc2ccc(Br)cc12,0.0,i,i,i,i,i,i,23.4,i,i,i
C=CCN(C1CCCCC1)S(=O)(=O)c1ccc2c(c1)oc(=O)n2C,-0.1,i,i,i,i,i,i,11.2,i,i,i
COc1ccc(CNC(=O)N2CCc3ccccc3C2)cc1Cl,0.9,i,i,i,i,i,i,-12.8,i,i,i
CCOC(=O)N1CCN(C(=O)COC(=O)c2cc(Cl)c(O)c(Cl)c2)CC1,-0.2,i,i,i,i,i,i,42.1,i,i,i
COc1ccc(-c2nc(SCC(=O)NC3CCCC3)c(-c3ccc(OC)cc3)[nH]2)cc1,-0.2,i,i,i,nt,i,i,25.9,i,i,i
CNC(=O)CCCCCNS(=O)(=O)c1ccc(C)cc1,-1.5,i,i,i,i,i,i,16.7,i,i,i
CC(=O)Nc1c(C(=O)c2ccc(F)cc2)oc2ccccc12,-0.3,i,i,i,i,i,i,8.0,i,i,i
O=C(CCCn1c(=S)[nH]c2cc3c(cc2c1=O)OCO3)NCc1ccco1,-0.6,i,i,i,i,i,i,11.6,i,i,i
COc1ccc(C)cc1Nc1cc(C)nc2ncnn12,-0.5,i,i,i,i,i,i,-3.5,i,i,i
O=C(N/N=C\c1ccccc1OCc1ccccc1)c1ccco1,0.3,i,i,i,i,i,i,11.5,i,i,i
COc1ccc(CC2(CO)CCN(Cc3cccn3-c3ccccn3)CC2)cc1,-0.3,i,i,i,i,i,i,12.1,i,i,i
Cc1cccc(C(=O)NCC(c2ccc(F)cc2)N2CCOCC2)c1 (stereo not drawn),-0.4,i,i,i,i,i,i,10.4,i,i,i
O=C(OCCCCOC(=O)c1ccccc1)c1ccccc1,-0.2,i,i,i,i,i,i,13.2,i,i,i
COc1ccccc1-c1cc(C(F)(F)F)c(C#N)c(=O)[nH]1,-0.2,i,i,i,i,i,i,4.0,i,i,i
COC(=O)c1sccc1N/N=C/c1cccc(Oc2ccccc2)c1,0.1,i,i,i,i,i,i,11.3,i,i,i
COc1ccc(C2CCCN2C(=S)Nc2c(C)cccc2C)cc1OC (stereo not drawn),-0.6,i,i,i,i,i,i,14.9,i,i,i
O=C(Nc1nnc(SCc2ccc(F)cc2)s1)C1CC(=O)N(c2ccc3c(c2)OCCO3)C1 (stereo not drawn),-0.7,i,i,i,i,i,i,11.4,i,i,i
Cc1nnsc1C(=O)NNc1ccc(Cl)cc1,0.1,i,i,i,i,i,i,5.5,i,i,i
COc1ccc(C(=O)Nc2scc(-c3ccc(Cl)cc3Cl)c2C(N)=O)cc1,4.0,i,i,i,i,i,i,7.6,i,27.2*,i
COc1ccc(C(=O)O/N=C(\N)c2ccccc2Cl)cc1OC,1.9,i,i,i,i,i,i,10.4,i,i,i
COc1ccc(C(=O)COC(=O)C(C(C)C)N2C(=O)C3C4C=CC(C4)C3C2=O)cc1 (stereo not drawn),-8.9,i,i,i,i,i,i,1.7,i,i,i
C/C(=N\N1CCN(C2c3ccccc3-c3ccccc32)CC1)c1ccncc1,-0.1,i,i,i,i,i,i,17.0,i,i,i
C=C(C)CNC(=S)NN=C1c2ccccc2-c2ccccc21,0.8,i,i,i,i,i,i,4.8,i,i,i
c1ccc(NNC2=NCCCCC2)cc1,-0.6,i,i,i,i,i,i,-1.5,i,i,i
NC(=O)C(c1ccc(Cl)cc1)c1ccc(Sc2ccc(Cl)cc2)nn1 (stereo not drawn),-0.7,i,i,i,i,i,i,-83.5*,i,i,i
